# Compound activity: PubChem BioAssay, several laboratories
# SUMO1-SIM PPI = modulators of SUMO1 protein-protein interactions, primary screen, biochemical, uHTS; Small ubiquitin-related modifier 1 (Homo sapiens), P63165; SUMO1 binding to a labelled peptide, TR-FRET, 1 h; inhibition, % at 20 µM; hit rate 0.33% among 360,000; AID 602429, 2012; in the data active = inhibition above about 37%
# Tb MetRS inh = T. brucei MetRS inhibitors, primary screen, biochemical, luminescence; purified T. brucei MetRS, ATP depletion, Kinase-Glo luminescence; inhibition, % at 11.9 µM; hit rate 0.4% among 360,000; AID 624268, 2012;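 active = inhibition above a per-plate cutoff of the control wells' mean inhibition plus 3 SD, cut at about 5.5% in these data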;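 note: 0% = DMSO wells median and 100% = median of wells with control inhibitor compound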
#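 System: purified T. brucei MetRS enzyme / Detection: Kinase-Glo luciferase luminescence reporting remaining unconsumed ATP / Medium: HEPES buffer with MgCl2, KCl, DTT, spermine, BSA, pyrophosphatase / Replication: singlicate, one well per compound / Evaluation: percent inhibition relative to median high and low control wells / Schedule: 2 h aminoacylation at 25 °C after 15 min preincubation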
# Scp-1 inhibitor = Scp-1 phosphatase inhibitors, primary screen, biochemical, colorimetric, uHTS. Carboxy-terminal domain RNA polymerase II polypeptide A small phosphatase 1 (Homo …. Recombinant Scp1, phosphopeptide, malachite green phosphate absorbance. inhibition, % at 20 µM. hit rate 0.88% among 340,000. AID 493091, 2011;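 active = inhibition above about 50% at 20 µM, limit read from the data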;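 note: plate controls were DMSO wells with enzyme for no effect and wells lacking enzyme for full effect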
#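 Test system: SCP-1 phosphatase catalytic domain, residues 76-261 | Compound dosing: One concentration, 20 µM, with 1.0% DMSO | Schedule: 45 min room-temperature reaction, 5 min colour, 30 min stabiliser | Detection: Absorbance at 630 nm | Read-out basis: % inhibition of SCP-1 phosphate liberation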
# STEP inh = STEP phosphatase inhibitors, primary screen, biochemical, fluorescence intensity, uHTS; Tyrosine-protein phosphatase non-receptor type 5 (Homo sapiens), P54829; recombinant STEP, OMFP fluorogenic substrate; inhibition, % at 20 µM; hit rate 0.25% among 360,000; AID 588621, 2011;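 active = inhibition at 20 µM, scaled per plate between control wells, above about 37%, limit read from the data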;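 note: 0% = DMSO with enzyme and substrate and 100% = substrate only without enzyme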
#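 System: STEP (striatal-enriched tyrosine phosphatase) enzyme, cell-free; medium: Bis-Tris pH 6.0 buffer with DTT, detergent; dosing: 20 µM, 1% DMSO; times: reaction 20 min, ambient temperature; detection: fluorescence, 480/540 nm; read-out basis: normalized % inhibition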
# NadD block = inhibitors of S. aureus NadD, primary screen, biochemical, colorimetric, uHTS; hit rate 0.78% among 360,000; purified NadD enzyme, colorimetric absorbance read-out; inhibition, % at 20 µM; in the data active = inhibition above about 26%; note: some compounds past the cut are filed as inactive
# DNMT1 block = human DNMT1 methyltransferase inhibitors, primary screen, biochemical, molecular beacon, fluorescence, HinP1I cleavage, uHTS; DNA (cytosine-5)-methyltransferase 1 (Homo sapiens), P26358; inhibition (reported as % activation of signal), % at 10 µM; hit rate 0.83% among 360,000; in the data active = inhibition above about 50%
# Neddyl block = inhibitors of cullin neddylation, primary screen, biochemical, TR-FRET, uHTS, NAE and Ubc12. hit rate 0.58% among 360,000. calls only at 25 µM; in the data active = inhibition above about 36%
# LMPTP inh = LMPTP phosphatase inhibitors, primary screen, biochemical, fluorescence intensity, uHTS; inhibition, % at 20 µM; recombinant LMPTP-A, OMFP fluorogenic substrate; AID 651560, 2012; hit rate 0.22% among 360,000;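 active = compounds that cut the enzyme signal by at least half of the control window in the single-dose screen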;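 note: plate controls were DMSO wells with enzyme plus substrate for no effect and substrate without enzyme for full effect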
# Target sequence (P24666 whole entry, looked up): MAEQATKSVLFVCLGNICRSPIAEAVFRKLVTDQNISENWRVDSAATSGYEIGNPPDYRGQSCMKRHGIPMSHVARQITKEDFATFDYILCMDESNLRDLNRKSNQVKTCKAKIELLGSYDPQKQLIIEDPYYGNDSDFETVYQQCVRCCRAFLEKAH
#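 Test system – LMPTP-A enzyme · Amount – LMPTP-A at 0.625 nM final in the reaction · Buffer or medium – Bis-Tris pH 6.0, DTT, detergent · Reagent – OMFP 400 µM · Doses – single 20 µM dose · Schedule – reaction 50 min, room temperature, dark · Detection – fluorescence intensity of OMFP turnover product · Evaluation – percent inhibition versus substrate-only and uninhibited controls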
# SKN-1 inh = suppressors of acrylamide-induced Pgst-4::GFP reporter in worms, primary screen, SKN-1 inhibitor project, whole organism, uHTS, GFP/RFP fluorescence ratio, strain VP596; inhibition, % at 21.8 µM; C. elegans VP596 Pgst-4::GFP/RFP ratio, 24 h; hit rate 0.49% among 360,000;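 active = interference check ratio from 0.5 to 1.5 plus GFP to RFP signal ratio inhibition reaching or exceeding a fixed threshold, cut at about 30% in these data, passing the limit was not always enough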; note: some compounds called inactive have numbers as strong as hits
# NRP1-CendR mod = modulators of CendR peptide binding to NRP-1, primary screen, biochemical, fluorescence polarization, uHTS; AID 602438, 2012; Neuropilin-1 (Homo sapiens), O14786; FAM-RPARPAR peptide binding to NRP-1; inhibition, % at 25 µM; hit rate 0.85% among 360,000;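 active = inhibition or corrected inhibition above about 18%, plus a signal ratio from 0.5 to 1.5, limit read from the data, passing the limit was not always enough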; note: strong numbers were not always called active
# Target sequence (O14786 whole entry, looked up): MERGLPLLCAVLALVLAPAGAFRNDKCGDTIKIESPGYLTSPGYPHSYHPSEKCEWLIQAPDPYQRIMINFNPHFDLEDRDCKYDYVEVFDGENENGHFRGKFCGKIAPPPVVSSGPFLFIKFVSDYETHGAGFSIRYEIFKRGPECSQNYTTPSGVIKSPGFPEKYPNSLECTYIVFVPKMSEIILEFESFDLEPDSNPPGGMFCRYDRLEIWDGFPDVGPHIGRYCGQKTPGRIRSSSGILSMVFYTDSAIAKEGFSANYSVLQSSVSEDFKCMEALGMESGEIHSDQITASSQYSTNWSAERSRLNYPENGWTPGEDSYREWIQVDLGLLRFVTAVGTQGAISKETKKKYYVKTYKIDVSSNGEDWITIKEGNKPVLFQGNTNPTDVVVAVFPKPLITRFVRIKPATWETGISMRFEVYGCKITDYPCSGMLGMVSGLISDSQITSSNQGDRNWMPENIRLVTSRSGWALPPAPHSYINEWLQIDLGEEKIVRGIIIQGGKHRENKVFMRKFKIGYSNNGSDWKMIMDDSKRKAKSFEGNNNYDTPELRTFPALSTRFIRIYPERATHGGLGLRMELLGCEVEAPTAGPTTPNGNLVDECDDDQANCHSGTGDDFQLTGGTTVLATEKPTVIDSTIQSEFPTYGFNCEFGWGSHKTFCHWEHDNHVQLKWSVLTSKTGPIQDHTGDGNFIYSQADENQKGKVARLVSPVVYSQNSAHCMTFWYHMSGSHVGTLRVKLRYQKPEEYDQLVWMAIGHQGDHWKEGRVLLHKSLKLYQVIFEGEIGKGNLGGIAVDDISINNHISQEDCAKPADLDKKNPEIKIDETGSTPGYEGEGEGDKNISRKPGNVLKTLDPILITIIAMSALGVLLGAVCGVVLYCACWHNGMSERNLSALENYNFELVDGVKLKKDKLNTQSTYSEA
# Starred values were filed as active, the others as inactive; i = inactive; . = not tested or not shown; + = active, no number.
molecule	SUMO1-SIM PPI	Tb MetRS inh	Scp-1 inhibitor	STEP inh	NadD block	DNMT1 block	Neddyl block	LMPTP inh	SKN-1 inh	NRP1-CendR mod
CCn1cc(Cl)c(C(=O)NNC(=O)CCn2nc(C)c([N+](=O)[O-])c2C)n1	1	0.5	-2	-2	1	1	i	-0.2	-5	-14
Cc1cc(F)c(F)c(C(=O)N2CCCCC2C)c1Cl (stereo unspecified)	-1	-0.6	-2	-3	-1	0	i	-1.8	-1	-10
CCOC(=O)CNC(=O)CSc1ncnc2c1cnn2-c1ccccc1	0	-0.9	-6	0	-2	2	i	-0.6	-20	0
Oc1ccc(/C=N/n2c(-c3ccccc3)n[nH]c2=S)cc1	0	0.8	-3	1	-3	1	i	-0.3	-6	12
CC(=O)Nc1cc(NC(C)=O)cc(C(=O)OCC(=O)N2CC(C)OC(C)C2)c1 (stereo unspecified)	7	-0.8	-6	-3	4	1	i	0.1	36*	-8
COc1ccccc1N1CCN(C(=O)c2cc(-c3ccc(Cl)c(Cl)c3)on2)CC1	2	-1.1	3	-1	-2	14	i	-0.4	-3	12
Oc1[nH]c2ccccc2c1C=Nc1ccc2c(c1)OCCO2	-14	-0.4	-4	4	-3	-2	i	2.4	13	-5
O=C(c1cccc(Br)c1)N1CCN(c2ccccn2)CC1	3	0.3	-11	-2	2	-1	i	-1.1	0	3
O=C(CCCN=C1NS(=O)(=O)c2ccccc21)OCC(=O)c1ccc(F)cc1	1	-0.5	-2	-5	-2	0	i	-0.3	-7	6
COc1ccc(/C=C/c2n[nH]c(=O)c(C#N)c2C)cc1	-38	-0.7	-7	-1	-1	0	i	-2.6	9	4
CCCN(C(=O)CSc1nc2c(cnn2-c2ccccc2)c(=O)[nH]1)C1CCS(=O)(=O)C1 (stereo unspecified)	-1	-0.3	-5	-3	-1	3	i	-4.2	7	-21
COc1ccccc1CNC(=O)C1CCN(S(=O)(=O)c2ccc3c(c2)OCCO3)CC1	-1	-0.7	-3	-1	-4	0	i	0.0	9	18
COc1cc(OC)cc(C(=O)N2CCC(C(=O)Nc3ccc4c(c3)OCCO4)CC2)c1	-2	-0.3	-3	-4	-7	1	i	-0.7	7	-1
CC(=O)Nc1ccc(S(=O)(=O)N2CCN(c3cc(C(F)(F)F)ccn3)CC2)cc1	1	-0.5	0	-1	-7	-1	+	1.7	-5	16
C/C=C/c1ccc(OCC(=O)N2CCc3cc(OC)c(OC)cc3C2)c(OC)c1	0	-0.9	2	4	-5	-4	i	-0.6	7	8
O=C(CSc1ncnc2sccc12)NCc1ccc2c(c1)OCO2	2	-0.1	-5	3	-1	-3	i	0.5	6	0
CC1(C)CC(=O)c2c(oc3ccc(NS(=O)(=O)c4ccc(C(=O)O)cc4)cc23)C1	8	-1.4	5	2	-3	2	i	0.8	2	0
CCOc1ccccc1NC(=O)c1cc2ccccc2o1	4	0.2	.	-5	-9	2	i	0.1	-6	-6
O=C(O)c1cccc(N2C(=O)C3CC=CCC3C2=O)c1 (stereo unspecified)	0	-1.1	-3	2	-1	3	i	0.3	9	1
CCOC(=O)[C@]12CCC=C1N(Cc1ccc(Cl)cc1Cl)C(=O)[C@H](CC(=O)NCCc1ccccc1OC)C2	1	-0.2	.	.	1	.	i	6.0	5	-2
COc1ccc(OCCCC(=O)NCCc2ccc(OC)c(OC)c2)cc1	-3	-0.8	-1	-2	1	-6	i	-1.0	-9	8
CC1Cc2ccccc2N1C(=O)CN1CCN(S(=O)(=O)c2ccc3c(c2)OCCCO3)CC1 (stereo unspecified)	-2	-0.4	.	-4	-2	1	i	-0.6	13	2
CCOc1c2ccc(C(=O)NCc3ccccc3OC)cc2nn1CC	-15	-0.1	4	-1	-10	2	.	-1.5	-4	7
O=C(NNC(=S)NCc1ccccc1)c1cccnc1	-4	-0.3	-2	-2	-1	-1	i	-1.8	0	1
CN(C(=O)C=Cc1ccccc1)c1ccccc1	0	-0.2	-8	-3	-3	6	i	-1.1	7	12
CCOC(=O)c1ccc(S(=O)(=O)NNC(=O)Cc2csc(C)n2)cc1	2	-0.5	3	-1	3	8	i	-2.3	-10	18
CC[C@]1(C(=O)OC)[C@H]2C(=O)N(Cc3ccccc3)C(=O)[C@H]2[C@H]2CN=C(SCc3ccc(Cl)cc3)N21	11	-0.1	12	0	9	-5	i	0.5	4	5
CN(c1ccccc1)S(=O)(=O)c1cccc(C(=O)OCC(=O)NCc2ccccc2)c1	2	0.1	-13	-3	-4	-3	i	0.3	-15	-12
O=C1OC(O)c2cccc3cccc1c23 (stereo unspecified)	-13	-0.2	.	0	-1	2	i	0.3	-3	-3
O=C(CCn1c(=S)[nH]c2ccccc2c1=O)NCCCN1CCOCC1	-4	-1.1	7	0	5	-6	i	-0.6	2	-2
COCCC(=O)N1CCC(Oc2ccc(C(=O)NCCn3cccn3)cc2)CC1	-1	-0.2	1	-2	-5	0	i	-0.3	4	36*
CC1CCN(c2ccc(-c3cccs3)nn2)CC1	-21	-2.0	-14	0	-14	1	i	1.3	22	8
CCOc1ccc(CNC(=S)N/N=C\c2ccc([N+](=O)[O-])cc2)cc1	-8	-0.5	-4	1	-2	-4	i	2.4	9	1
CCCCCCSc1ccc([C@@H]2[C@H]3C(=O)N(CC)C(=O)[C@H]3[C@]3(C(=O)OC)CCCN23)cc1	4	-0.3	-2	1	4	-17	i	1.9	16	-37
Cc1cc(C(=O)CSc2nnc(-c3cccnc3)n2-c2ccccc2F)c(C)n1C	7	-0.1	-2	-4	2	-4	i	-0.2	8	-12
CCC(CC)c1nnc(NC(=O)CC(C)c2ccccc2)s1 (stereo unspecified)	-6	-0.3	-9	3	-5	-2	i	0.9	-10	3
Oc1ccccc1-c1nc(N2CCCC2)c2ccccc2n1	14	0.0	-6	0	-4	3	i	4.2	-3	-1
N=C1SC(CC(=O)Nc2ccccc2[N+](=O)[O-])C(=O)N1c1ccccc1 (stereo unspecified)	-26	0.3	-3	1	-6	-6	i	-0.1	6	14
CCCS(=O)(=O)N1CCC(C(=O)NCCN2CCCC2)CC1	-3	-1.3	0	-3	-1	-1	i	-6.0	3	7
CCCN(CC(=O)Nc1ccccc1C)C(=O)Cc1coc2cc(C)ccc12	-4	0.0	-2	2	-7	5	i	-2.2	15	0

# Single records (already shown). Order of screens: SUMO1-SIM PPI | Tb MetRS inh | Scp-1 inhibitor | STEP inh | NadD block | DNMT1 block | Neddyl block | LMPTP inh | SKN-1 inh | NRP1-CendR mod
# O=C(CCn1c(=S)[nH]c2ccccc2c1=O)NCCCN1CCOCC1 reads -4 | -1.1 | 7 | 0 | 5 | -6 | i | -0.6 | 2 | -2
# CC1Cc2ccccc2N1C(=O)CN1CCN(S(=O)(=O)c2ccc3c(c2)OCCCO3)CC1 (stereo unspecified) reads -2 | -0.4 | . | -4 | -2 | 1 | i | -0.6 | 13 | 2
# CCCN(CC(=O)Nc1ccccc1C)C(=O)Cc1coc2cc(C)ccc12 reads -4 | 0.0 | -2 | 2 | -7 | 5 | i | -2.2 | 15 | 0

# Further results
molecule	SUMO1-SIM PPI	Tb MetRS inh	Scp-1 inhibitor	STEP inh	NadD block	DNMT1 block	Neddyl block	LMPTP inh	SKN-1 inh	NRP1-CendR mod
Cc1ccc(Cl)cc1N1CCN(C(=O)C(=O)N2CCCCC2)CC1	-1	-1.3	-3	0	-6	0	i	-0.5	1	6
COc1ccc(CNC(=O)C(OC(=O)c2ccco2)c2ccccc2)cc1 (stereo unspecified)	1	-0.5	-2	12	-10	-1	i	-1.1	11	-11
CCSC1=C(C#N)C(c2ccccc2Cl)C(C(=O)c2cccs2)C(O)(C(F)(F)F)N1 (stereo unspecified)	-1	-0.6	-9	0	-3	1	i	-1.0	-14	17
CCOC(=O)c1ccc(S(=O)(=O)N2CCC(C(=O)N3CCN(c4ccccc4OC)CC3)CC2)cc1	0	0.3	3	1	-1	-2	i	0.7	17	-3
O=C(COc1ccccc1)Nc1ccc(NC(=O)c2ccco2)cc1	3	2.0	0	2	-3	0	i	0.0	3	7
O=C(O)c1ccc(-c2nc3ccccc3s2)o1	-7	0.9	1	0	0	0	i	-0.6	-3	-8
C#CCN1C(=O)C2C(C(=O)NC)C3C=CC2(O3)C1C(=O)NCc1ccc(OC)cc1 (stereo unspecified)	-4	-0.9	-4	-2	1	-1	i	0.2	13	10
CNC(=O)/C(C#N)=C/c1c(N(Cc2ccccc2)Cc2ccccc2)nc2ccccn2c1=O	-22	-1.0	-9	2	-5	-2	i	1.6	4	-6
Cc1ccc(Oc2cc(C#N)c(C#N)cc2-n2nnc3ccccc32)cc1C	2	-0.3	-3	-3	7	9	i	-0.9	-10	5
Cc1ccc(/C=C/C(=O)CCC(=O)O)cc1	-1	-0.2	-9	3	1	-2	i	0.0	17	2
Cc1cc(-c2ccc(C)c(S(=O)(=O)NCCCN3CCN(c4ccccc4)CC3)c2)on1	1	-0.1	-9	-1	-7	-3	i	0.8	-23	0
O=C(c1ccc(Cl)c(S(=O)(=O)N2CCc3ccccc32)c1)N1CCN(c2ccccc2O)CC1	10	-0.3	16	-1	20	1	i	3.0	16	0
C[C@H](NC(=O)c1ccc(Cl)cc1)C(=O)NNC(=O)c1cccs1	1	0.0	-5	-3	1	-2	i	-1.8	-6	-6
CCN(CC)S(=O)(=O)c1ccc2nc(NC(=O)c3cccs3)sc2c1	5	-0.1	-11	2	-3	-5	.	0.8	15	-2
CCc1ccc(Nc2nnc(SCc3cc(=O)n4ccsc4n3)s2)cc1	12	-0.2	25	-2	-5	29	i	4.1	7	14
O=C(NCc1cccs1)C1CCCN(c2ncccn2)C1 (stereo unspecified)	1	-0.5	-2	0	-5	3	i	-0.1	-6	-1
